esBAF inh: Bmi1 luciferase reporter increase in mESCs, primary screen, esBAF inhibitor project, mouse ES cells, Bmi1 luciferase knock-in, single point. 350,000 compounds, 2% hits. 24 h; 100% = twice the neutral-well signal. AID 602393, 2012. reporter increase, % at 12.5 µM; in the data active = activation above about 40%; inconclusive = no clear call, values can overlap the other calls;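 also: 0% = median of the plate's neutral control wells and 100% = double that signal; a rise in the Bmi1 reporter signal indicates esBAF inhibition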
S100A4 MyoIIA: inhibitors of S100A4-myosin IIA peptide binding, primary screen, biochemical, fluorescence polarization, TAMRA-MyoIIA peptide; Protein S100-A4 (Homo sapiens), P26447; inhibition, % at 10.7 µM; 360,000 compounds, 0.14% hits;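 active = mean inhibition of at least 70% across replicates, with every replicate also reaching that level; inconclusive = mean inhibition reaches 70% but some replicates fall short; inactive = mean inhibition below 70%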
Target sequence (P26447 whole entry, looked up): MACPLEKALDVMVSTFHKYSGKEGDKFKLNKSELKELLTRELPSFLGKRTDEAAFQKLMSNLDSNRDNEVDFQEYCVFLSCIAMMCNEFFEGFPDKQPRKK
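Test system: S100A4 monomer protein. Medium: HEPES buffer with Ca2+, pH 7.2. Reagent: fluorescent myosin IIA peptide, 5 nM. Compound dosing: single-point compound testing. Timing: 5 min between mix addition and reading. Benchmarks: DMSO neutral and TFP positive wells.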
ERp5 inh: inhibitors of ERp5-driven insulin aggregation, primary screen, biochemical, turbidity, absorbance 650 nm, single point; inhibition, % at 9.99 µM; 350,000 compounds, 0.05% hits; Protein disulfide-isomerase A6 (Homo sapiens), Q15084; 90 min;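 active = mean replicate inhibition above about 25%, with every replicate also reaching it, limit read from the data, passing the limit was not always enough; inconclusive = only one of those two criteria met; inactive = neither criterion met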
Xi reactivation: activators of inactive X chromosome reactivation, primary screen, imaging, XiGFP fibroblasts, GFP high-content imaging, set 2 | activation, % at 7.58 µM | 360,000 compounds, 0.055% hits | XiGFP mouse fibroblasts, % GFP-positive cells imaging, 3 d; cells co-treated with 5-aza-dC sensitizer; scaled so ellipticine positive control = 100% | AID 743238, 2013;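 active = mean normalized replicate activation at least 10% and every replicate at or above 10%; inconclusive = only one of the two criteria met; inactive = mean below 10% and not all replicates reach 10%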;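 also: 0% = median of on-plate neutral control wells and 100% = ellipticine 6 µM median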
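Assay system – SV40-immortalized XiGFP fibroblast cells, line 68-5-11 · Buffer or medium – DMEM supplemented with 5-aza-dC as sensitizing agent · Dosing – one concentration, pinned · Benchmarks – positive control ellipticine, 6 µM final · Times – 3 days compound exposure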
E-sel inducer: E-selectin induction in HUVECs, primary screen, imaging, HUVEC, immunofluorescence imaging, single point; normalized: neutral wells 0, TNF-alpha wells 100; 260,000 compounds, 0.37% hits; activation, % at 7.58 µM; P16581;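 active = mean E-selectin-positive cell signal at least 10% of the positive control, reached in at least 60% of replicates, without over 20% cell loss; inconclusive = no rule given, readout overlaps actives, possibly toxicity-flagged; inactive = the rest, including those meeting only one limit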;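 also: in these data hits start at about 27%; measured in HUVEC primary endothelial cells; signal is the percent of cells scored E-selectin positive by PE staining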
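material = human umbilical vein endothelial cells (HUVEC), E-selectin induction | quantity = 3,000 cells/well | medium = EGM-2 growth medium on 0.1% gelatin-coated wells | technique = immunofluorescence imaging | read-out basis = % PE-positive cells | control set = TNF-alpha positive control, DMSO neutral control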
RAD54 branch: inhibitors of human RAD54 branch migration, primary screen, biochemical, fluorescence, single point | DNA repair and recombination protein RAD54-like (Homo sapiens), Q92698 | RAD54 Holliday junction branch migration, FAM/BHQ fluorescence | inhibition, % at 10.4 µM | 360,000 compounds, 0.14% hits;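 active = mean normalized replicate activity at least 40 and at least half of replicates scoring 40 or more; inconclusive = only one of the two criteria met; inactive = mean below 40 and under half of replicates reaching 40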;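 also: 0% = median of neutral control wells and 100% = median of positive control wells; inhibitors cause a drop in the FAM fluorescence signal; in these data hits start at about 50%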
Target sequence (Q92698 whole entry, looked up): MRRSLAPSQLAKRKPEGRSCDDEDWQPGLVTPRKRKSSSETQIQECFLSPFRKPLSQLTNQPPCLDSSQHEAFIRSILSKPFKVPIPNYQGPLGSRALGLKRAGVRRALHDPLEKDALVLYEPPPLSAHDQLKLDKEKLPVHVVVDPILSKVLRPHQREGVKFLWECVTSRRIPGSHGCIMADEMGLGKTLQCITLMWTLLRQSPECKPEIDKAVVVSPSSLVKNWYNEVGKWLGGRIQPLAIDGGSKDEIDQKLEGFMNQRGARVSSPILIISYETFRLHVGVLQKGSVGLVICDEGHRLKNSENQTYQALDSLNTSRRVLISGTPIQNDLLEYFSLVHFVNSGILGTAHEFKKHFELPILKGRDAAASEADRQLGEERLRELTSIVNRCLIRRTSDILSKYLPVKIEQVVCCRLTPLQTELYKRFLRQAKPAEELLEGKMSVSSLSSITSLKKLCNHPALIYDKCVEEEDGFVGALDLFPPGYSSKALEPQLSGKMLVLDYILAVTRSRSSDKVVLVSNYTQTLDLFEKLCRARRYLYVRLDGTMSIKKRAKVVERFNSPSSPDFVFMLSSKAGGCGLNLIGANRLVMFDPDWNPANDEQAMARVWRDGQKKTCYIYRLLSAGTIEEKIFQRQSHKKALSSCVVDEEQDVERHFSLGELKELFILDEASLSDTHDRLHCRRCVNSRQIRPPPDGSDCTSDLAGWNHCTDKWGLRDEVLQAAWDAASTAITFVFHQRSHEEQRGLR
ERAP1 inh: human ERAP1 aminopeptidase inhibitors, primary screen, biochemical, single point, plate reader; Endoplasmic reticulum aminopeptidase 1 (Homo sapiens), Q9NZ08; recombinant ERAP1, Leu-AMC fluorescence, 60 min; inhibition, % at 10.7 µM; 340,000 compounds, 0.15% hits; AID 652197, 2013;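 active = mean replicate inhibition of at least 30%, or all replicates individually reaching that 30% level; inactive = mean below 30% and not every replicate reaching it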;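 also: 0% = neutral control wells and 100% = L-leucinethiol positive control wells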
RAD52 anneal inh: RAD52 DNA annealing inhibitors, primary screen, biochemical, FRET, single point, set 2; DNA repair protein RAD52 homolog (Homo sapiens), P43351; recombinant RAD52 DNA annealing, FRET fluorescence; inhibition, % at 18.7 µM; 360,000 compounds, 0.46% hits;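 active = every replicate showing at least 50% inhibition; inconclusive = mean inhibition at least 50% but not in every replicate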
Starred values were filed as active, the others as inactive; ? = inconclusive; . = not tested or not shown.

SMILES	esBAF inh	S100A4 MyoIIA	ERp5 inh	Xi reactivation	E-sel inducer	RAD54 branch	ERAP1 inh	RAD52 anneal inh
CCCCc1ncc(CN2CCC(n3nccc3NC(=O)c3ccccc3Cl)CC2)[nH]1	1	31	4	0.0	-0.2	12	1	-2
O=C(NN=C(Cc1ccccc1)Cc1ccccc1)c1ccccc1O	.	3	-2	0.0	.	-11	1	-17
O=C(Nc1ccc(F)cc1)N[C@H]1CC[C@H](CC(=O)N2CCOCC2)O[C@H]1CO	1	18	-5	0.1	0.0	-2	0	-13
Cc1onc(-c2ccccc2Cl)c1C(=O)Nc1nnc(-c2ccc(F)cc2)s1	-4	-8	5	0.2	1.4	0	6	-11
C[C@H]1CN([C@@H](C)CO)C(=O)c2cc(C3=CCCC3)cnc2O[C@H]1CN(C)C(=O)CN(C)C	-10	-1	-3	-0.6	0.4	1	2	0
COc1ccc(Oc2coc3cc(OC(=O)/C=C/c4ccc(F)cc4)ccc3c2=O)cc1	.	4	1	-0.1	2.6	2	3	-27
COc1ccc(-c2noc(CCC(=O)NC3CCCC3)n2)cc1	0	-6	-1	0.0	1.3	6	3	-4
O=C(C[C@H]1C=C[C@H](NC(=O)c2ccccc2)[C@H](CO)O1)NCc1ccc(Oc2ccccc2)cc1	.	5	.	-0.2	-0.4	.	1	-3
CC(=O)c1ccc(NC(=O)CSc2n[nH]c(-c3cccnc3)n2)cc1	10	-26	-3	0.4	0.7	.	2	-1
O=C(O)c1sc2cccc(Cl)c2c1Cl	.	-29	-7	0.0	.	.	-1	-17
COc1ccccc1NC(=O)/C(=C\c1cccnc1)NC(=O)c1ccccc1	-4	1	-5	0.3	.	-7	-3	3
CC(Oc1ccc(Cl)cc1)C(=O)Nc1ccccc1N1CCOCC1 (stereo unspecified)	-6	0	-2	0.1	0.1	1	-6	-3
Cc1noc(C)c1NC(=O)Nc1ccc2c(c1)CC(=O)N([C@@H](C)CO)C[C@@H](C)[C@H](CN(C)Cc1ccc(C(=O)O)cc1)O2	-4	9	-6	-0.8	16	1	2	6
Cc1cccc(-c2ccc([C@@H]3[C@@H](CO)N4CCCCN(C(=O)NC(C)C)C[C@@H]34)cc2)c1	-2	-2	-6	0.0	0.2	-13	0	16
Cc1ccc2c(c1)C1(OCCCO1)C(=O)N2	-9	1	-1	-0.1	1.0	9	0	-13
O=C(c1cc(F)c(F)cc1Cl)N1CCN(c2ncccn2)CC1	-9	1	0	0.3	-0.1	-10	-3	-14
COc1cc(/C=N/NC(=O)c2ccc3nc[nH]c3c2)ccc1O	.	-3	2	0.2	.	.	1	-10
O=[N+]([O-])c1ccc(-c2nc(-c3ccncc3)no2)cc1	.	3	4	0.0	0.4	1	.	-15
CNC(=O)NC(=O)C(NC1CCCc2ccccc21)c1ccccc1 (stereo unspecified)	-6	-4	3	0.2	0.2	-5	1	-20
C[C@@H]1CN([C@H](C)CO)C(=O)c2cc(NC(=O)NC3CCCCC3)ccc2O[C@@H]1CN(C)S(=O)(=O)c1ccccc1	-4	3	0	-0.1	-19	-4	0	-3
O=C(C[C@H]1C=C[C@H](NC(=O)CN2CCOCC2)[C@H](CO)O1)NCCc1ccncc1	.	10	-2	-0.3	-0.4	.	2	-2
Cn1c(=O)oc2cc(S(=O)(=O)N3CCC(C(=O)N4CC=C(c5ccccc5)CC4)CC3)ccc21	7	-4	9	0.3	0.2	4	3	-54
CCOc1cc(C(=O)O/N=C(\N)c2ccccn2)cc(OCC)c1OCC	12	0	2	0.3	0.0	-13	-2	0
C[C@@H]1CN([C@H](C)CO)S(=O)(=O)c2ccc(C#C[C@@H](C)O)cc2O[C@H]1CN(C)Cc1ccncc1	-1	-5	-2	-1.3	0.2	-3	-3	2
Cc1cc(C)c(C(=O)NCC(=O)c2ccccc2)c(C)c1	.	-2	-1	0.1	2.1	.	.	-4

Looked up above.
RAD52 anneal inh, C[C@@H]1CN([C@H](C)CO)S(=O)(=O)c2ccc(C#C[C@@H](C)O)cc2O[C@H]1CN(C)Cc1ccncc1 stands at 2
E-sel inducer, CNC(=O)NC(=O)C(NC1CCCc2ccccc21)c1ccccc1 (stereo unspecified) stands at 0.2

Other entries
SMILES	esBAF inh	S100A4 MyoIIA	ERp5 inh	Xi reactivation	E-sel inducer	RAD54 branch	ERAP1 inh	RAD52 anneal inh
CC1CCC(NC(=O)c2nn(C)c3c2CSc2ccccc2-3)CC1 (stereo unspecified)	?	-5	3	0.1	.	-4	1	-9
CCOc1ncccc1C(=O)Nc1ccc(S(=O)(=O)N2CC(C)CC(C)C2)cc1 (stereo unspecified)	2	-3	2	0.0	-0.1	1	-6	1
COCCN(CCOC)S(=O)(=O)c1ccc(Cl)nc1	-2	1	5	-0.1	.	-7	-4	-4
O=C(Cc1ccc(F)cc1)Nc1ccc2[nH]ncc2c1	6	0	-5	0.0	.	-8	4	-60
CC(C)NC(=O)Nc1ccc2c(c1)C(=O)N([C@H](C)CO)C[C@H](C)[C@H](CN(C)S(=O)(=O)c1ccccc1)O2	-1	8	1	-0.3	-24	4	1	7
NC(=O)C1CCN(CC(=O)Nc2nc(-c3ccccc3)cs2)CC1	6	3	0	0.0	0.0	-1	-2	3
CN(Cc1nccs1)C(=O)C1CCC(=O)N(Cc2ccccc2F)C1 (stereo unspecified)	3	-1	6	0.0	-0.1	-2	-3	-7
O=C(O)C1C2CCC(C2)C1C(=O)NCCc1cccc(Cl)c1 (stereo unspecified)	-2	2	-1	0.0	.	0	-7	-13
C[C@@H]1CN([C@@H](C)CO)S(=O)(=O)c2ccc(-c3cccc(C#N)c3)cc2O[C@H]1CN(C)C(=O)c1ccncc1	-1	-3	11	-0.8	-0.2	6	-2	6
Oc1ccc(Cc2ccccc2)c2cccnc12	-32	-7	6	1.4	-0.2	11	-1	-26
COCC(=O)N1C[C@@H](C)[C@@H](OC)CN(C)C(=O)c2ccc(NC(=O)c3cnccn3)cc2OC[C@@H]1C	2	0	-6	0.0	0.2	-2	-4	1
O=C(O)/C=C\C(=O)Nc1ccccc1C(=O)N1CCC(O)(c2ccc(Cl)cc2)CC1	-2	1	1	0.0	.	7	2	-25
CN(c1nc(-c2ccccc2)cs1)C1CCS(=O)(=O)C1 (stereo unspecified)	75*	-3	7	.	.	1	-2	-15
CCc1nc2ccc(C(=O)NCCOc3ccc(OC)cc3)cn2c1N(C)Cc1ccc(OC)cc1	-2	-6	1	0.1	0.2	6	-3	-55
O=C(C[C@H]1CC[C@@H](NC(=O)CN2CCOCC2)[C@@H](CO)O1)NC1CCCCC1	0	7	1	-0.8	0.1	-9	-1	-5
CC(C)C(NC(=O)/C(=C/c1ccco1)NC(=O)c1ccc(Br)o1)C(=O)O (stereo unspecified)	-7	-2	2	0.4	-0.2	-7	1	-69
Cc1ccc(NS(=O)(=O)c2c(C)nc3sccn3c2=O)c(C)c1	-1	2	-5	-0.2	-0.6	-1	1	-17
Cc1ccc(C(=O)OCC(=O)Nc2cccc(S(=O)(=O)N3CCCCC3)c2)s1	1	3	-4	0.0	0.6	9	-2	-12
O=C(NC1CCCCC1)C(c1ccc(F)cc1)N(C(=O)c1cccs1)c1ccc2c(c1)OCO2 (stereo unspecified)	0	0	-1	.	.	1	0	0
CC(C)(C)c1cc(NC(=O)CSc2nnc(NCc3ccccc3)s2)n(-c2ccccc2)n1	5	-3	6	0.1	.	.	-4	-25
CCOC(=O)[C@H]1[C@H]2COc3ccc(OC)cc3[C@@H]2N2C(=O)CN(CC3CCCO3)C(=O)[C@@]12C (stereo partly specified)	1	-1	-3	-0.1	-0.1	5	-2	-7
Nc1nc2c(nnn2Cc2ccc(Cl)c(Cl)c2)c(=O)[nH]1	9	-12	-10	-0.2	.	-4	-4	-13
O=C(Nc1cccc(Cl)c1)c1ccc(F)c(S(=O)(=O)NCc2cccs2)c1	.	-1	-1	-0.1	0.0	1	-1	-11
COCc1[nH]nc2c1C(c1ccc3c(c1)OCO3)N(Cc1ccccc1)C2=O (stereo unspecified)	.	-19	-1	1.1	-0.2	.	1	-12
O=C(Nc1nn[nH]n1)c1cccc([N+](=O)[O-])c1	.	-6	1	0.0	-2.3	.	-3	-5

Continued:
SMILES	esBAF inh	S100A4 MyoIIA	ERp5 inh	Xi reactivation	E-sel inducer	RAD54 branch	ERAP1 inh	RAD52 anneal inh
O=C(COC(=O)c1cncc(Br)c1)NCc1ccccc1Cl	.	2	-2	0.1	.	.	-5	-26
Cc1ccccc1C(=O)N/N=C1\SCC(=O)N1Cc1ccco1	.	5	2	0.0	24	.	1	-4
O=C(CCn1cccc(C(F)(F)F)c1=O)Nc1cccc(C(F)(F)F)c1	.	2	-2	0.0	0.2	0	2	-8
O=C(OCN1C(=O)c2ccccc2C1=O)c1cc(S(=O)(=O)N2CCOCC2)ccc1F	-4	1	-7	0.2	.	-3	3	-6
COc1cc(C(c2c(C)[nH][nH]c2=O)c2c(C)[nH][nH]c2=O)cc(OC)c1OC	.	3	-3	0.1	.	.	4	-4
COc1ccc(CC(NC(C)=O)C(=O)NC2CCN(C(=O)c3cc(OC)c(OC)c(OC)c3)CC2)cc1 (stereo unspecified)	.	2	2	0.0	0.4	.	-5	-10
Cc1cccnc1NC(=O)CCNC(=O)c1ccc(Cl)cc1	.	1	-8	-0.1	0.2	10	1	2
C[C@@H]1CCCCO[C@@H](CN(C)C)[C@H](C)CN([C@@H](C)CO)C(=O)c2cc(NC(=O)c3ccncc3)ccc2O1	-3	-15	3	-0.1	0.1	-8	0	-28
COC1OC(c2ccccc2)=C(c2ccc(C(N)=O)cc2)c2ccc(F)cc21 (stereo unspecified)	.	-1	-1	-0.1	0.1	.	0	-15
C[C@H]1CN([C@@H](C)CO)C(=O)c2cc(NC(=O)Nc3cccc4ccccc34)ccc2O[C@H]1CN(C)Cc1ccccc1	-2	2	0	-0.1	-0.2	-2	0	7
O=C1CCN(CCc2ccccc2)CCN1[C@H](COc1ccccc1)Cc1ccccc1	0	24	0	0.0	-0.1	13	.	1
O=C(Nc1cccc2ccccc12)C1CCCC1	6	-8	2	0.2	.	0	3	-15
COc1ccc(S(=O)(=O)N[C@H]2C=C[C@H](CC(=O)N3CCc4ccccc4C3)O[C@@H]2CO)cc1	1	4	1	2.6	-0.4	-11	-2	6
C[C@H](CO)N1C[C@H](C)[C@@H](CN(C)C(=O)c2ccc(F)cc2)Oc2cc(C3=CCCC3)ccc2S1(=O)=O	-4	-3	1	-0.1	-0.2	-6	-2	-3
COc1ccc(C(=O)NCCc2c[nH]c3ccccc23)cc1	54*	-20	0	0.0	.	-2	-5	-13
O=CNc1cc(-c2ccsc2)cn2c(-c3ccccc3)cnc12	7	46	-3	-0.2	-0.2	6	0	-26

High-throughput results deposited in PubChem by Broad Institute.
